Bioassay records: PubChem BioAssay, NCI
All columns: NCI-60 one-dose screen, growth in % after 48 h at 10 µM unless noted; 100 = growth as untreated, 0 = no growth, -100 = all killed.
HOP-62: HOP-62 NSCLC; 80,000 tested, 3.9% active; AID 1794735
HOP-92: HOP-92 NSCLC cells. 71,000 tested, 6.3% active
LOX IMVI: LOX IMVI melanoma | AID 1794757 | 79,000 tested, 7.4% active
EKVX: EKVX NSCLC; 71,000 tested, 3% active; AID 1794765
CCRF-CEM: CCRF-CEM leukemia | 77,000 tested, 7% active | AID 1794778
A549/ATCC: A549/ATCC NSCLC; 81,000 tested, 3.7% active; AID 1794740
M14: M14 melanoma; 80,000 tested, 6.2% active; AID 1794745
SK-MEL-5: SK-MEL-5 melanoma; 80,000 tested, 6.4% active; AID 1794755
* marks the source's active call; other numbers are inactive results; x = not tested or not shown; & = joins results of further samples; [ ] = remark or other dose. The calls were made as follows: active = growth percent below 10; inactive = the rest.

molecule	HOP-62	HOP-92	LOX IMVI	EKVX	CCRF-CEM	A549/ATCC	M14	SK-MEL-5
CC1=C(C(=O)c2cnccn2)C(c2ccc(O)cc2)NC(=O)N1 (stereo not drawn)	104	107	96	93	116	105	99	102
C/C(=C(/C)C1CC1CCNS(=O)(=O)c1ccc(C)cc1)c1ccccc1 (stereo not drawn)	112	x	94	92	99	97	104	95
c1ccc(CN2CCCC(c3ccccc3)=C2c2ccccc2)cc1	92	86	98	89	87	74	89	96
O=C1OCC2=C1C(c1ccccc1)c1cc3c(cc1N2CCO)OCO3 (stereo not drawn)	40	x	37	35	x	59	4.0*	-12*
Cc1ccc(O)c(C(=O)c2ccc(Cl)cc2)c1	82	113	95	108	110	112	x	106
COCCCNC1=C(C#N)C(=O)NC(c2cccs2)S1 (stereo not drawn)	100	107	105	84	114	103	110	95
Cc1ccc(-c2nc(NS(=O)(=O)c3ccccc3)nc(Nc3ccc(Cl)cc3)c2C#N)cc1	107	82	101	105	101	105	124	109
CC(=O)Oc1ccc2c(c1)c1cc3ncccc3nc1n2C(C)=O	68	86	50	41	48	50	78	57
Cn1nnc2c(C(N)=O)ncn2c1=O	x	79	38	121	69	103	x	103
O=[N+]([O-])c1ccc(Nc2ccccc2)c([N+](=O)[O-])c1	97	x	107	109	104	104	107	102
CCOc1ccc2c(c1)CN(Cc1ccc(Cl)cc1)CO2	-7.9*	43	35	x	78	19	56	74
COC(=O)C1=C/CCCN(C(c2ccccc2)c2ccccc2)/C=C\1C(=O)OC	87	90	96	107	96	93	103	104
COc1ccc(/C=C2\C(=O)NC(=Nc3ccccc3)N2/N=C/c2ccccc2Cl)cc1	106	91	79	109	82	104	98	95
Cc1cc(=O)[nH]n1-c1cc(Cl)c(Cl)cc1N	103	112	95	101	x	100	103	109
CCCCCCCC/C=C\CCCCCCCC(=O)OCCCCC	107	110	94	106	100	102	107	109
COc1c(C)cnc(CSc2nc(-c3ccc(Cl)cc3)cn2-c2ccc(Cl)cc2)c1C	95	91	103	80	89	87	x	96
COc1ccc(/C=C/C(=O)N2CC(C)OC(C)C2)cc1OC1CCCC1 (stereo not drawn)	93	96	104	x	103	102	107	99
CC(C)C[C@@H]1N[C@]2(C(=O)Nc3ccccc32)[C@@H](c2ccc(F)cc2)[C@@H]1C(=O)c1ccc(O)cc1	88	104	94	72	x	74	x	91
C#Cc1nc(C2=C(C)C(OC(C)=O)/C(=N/OC(C)=O)C2)cs1 (stereo not drawn)	-47*	-80*	x	10.0*	-39*	70	69	90
N#CCCN(C(=O)Nc1ccccc1)C1CCCCC1	106	104	121	x	111	98	116	101
COC(=O)c1ccc(Nc2nc(N)nn2Cc2cccc(Br)c2)cc1	99	x	x	94	107	101	99	99
O=C(/C=C1\C(=O)Nc2ccccc21)/C=C1/C(=O)Nc2ccccc21	85	74	83	93	73	102	91	95
CCCCOc1ccccc1I	99	80	94	95	97	94	99	104
CC(C)[C@@H]1CC[C@]2(C(=O)NCCCCN=C(N)N)CC[C@]3(C)[C@H](CC[C@@H]4[C@@]5(C)CCC(=O)C(C)(C)[C@@H]5CC[C@]43C)[C@@H]12	73	58	70	81	38	81	71	20
N#C/C(=C(\CCCO)NC(Cc1c[nH]c2ccccc12)C(=O)O)c1nc2ccccc2c(=O)[nH]1 (stereo not drawn)	107	98	100	106	116	112	122	118
CC(O)CNc1nc(N)[nH]c(=O)c1N=Nc1ccccc1 (stereo not drawn)	91	94	100	99	102	112	103	109
CN1CCN(CC2C3CCC(C3)C2O)CC1 (stereo not drawn)	103	95	109	112	97	100	117	x
FC(F)(F)c1ccc(-c2cnc(C3=NCCN3)nc2NC2CCCCCC2)cc1	101	75	96	x	96	93	106	98
O=C(NCCNc1nccc(-n2ccc3cccnc32)n1)c1ccc(F)cc1	107	111	99	95	98	100	102	97
O=c1[nH]c2cc(Cl)ccc2nc1/C=C(\O)c1ccc(O)cc1	97	114	103	94	102	105	107	104
O=C(COc1cccc(/C=C2\CSc3ccccc3C2=O)c1)Nc1nccs1	88	-52*	-100*	25	4.3*	95	39	x
Cc1cccc(N2CCN(c3ncnc4sc5c(c34)CCN(CC(=O)O)C5)CC2)c1	109	125	100	109	x	105	112	98
Cc1cccc(Nc2ncnc3c2cnn3-c2cccc(Br)c2)c1	93	88	93	96	109	111	105	95
CC(=O)Nc1ccc(-c2cn(-c3cccc(C(=O)Nc4ccc(N5CCN(C)CC5)cc4)c3)nn2)cn1	60	45	x	81	40	76	87	88
COc1ccc(OC)c2nc3c(nc12)C(=O)c1ccccc1C3=O	90	108	86	76	116	55	75	66
Cn1c(=O)[nH]c2nc(SC/C(=N/O)c3ccc(Br)cc3)[nH]c2c1=O	x	104	110	112	119	94	115	97
COc1ccc2nc(-c3cc4c([nH]c5ccccc54)c(-c4ccc(F)c(F)c4)n3)[nH]c2c1	59	63	27	x	44	45	51	39
Cc1ccccc1C(c1ccccc1)N(C)C (stereo not drawn)	110	x	106	x	95	100	107	97
CN(C)c1ccc(O)c2c1CC1CC3C(N(C)C)C(=O)C(C(N)=O)=C(O)C3(O)C(=O)C1=C2O (stereo not drawn)	55	22	29	x	45	21	42	26
O=c1[nH][n+](-c2[nH]ncc2[N+](=O)[O-])no1	99	108	98	104	104	106	105	106
CC(=O)[C@@H]1CC[C@H](C)c2ccc(C)nc2C1	112	106	x	102	103	99	106	104
CC(=O)N(C)c1ccc(N)cc1	110	89	105	109	99	109	117	109
CC(=O)c1cc2c(cc1C(C)C)C(C)(C)CCC2(C)C	97	102	103	101	99	95	98	102
O=C1c2cccc(S(=O)(=O)O)c2C(=O)c2c1cccc2S(=O)(=O)O	106	105	99	114	116	103	105	105
Nc1nc2c(ncn2C2CCCC2)c(=O)[nH]1	100	x	108	110	97	102	118	107
CCC(=O)OCCOc1ccc(C(C)(C)C)cc1	102	85	101	92	97	102	111	108
CCOC(=O)c1cc(C#N)c2sc3ccccc3n2c1=O	105	136	100	97	105	104	104	131
O=c1cc(-c2ccccc2)nc2sc(-c3c[nH]c4ccc(F)cc34)nn12	19	-1.3*	72	52	88	59	63	70
O=C(Nc1cccc2c(=O)[nH][nH]c(=O)c12)c1ccc([N+](=O)[O-])cc1	96	88	98	x	x	106	107	95
COc1cc(Br)c(CC2c3cc(OC)c(OC)cc3CCN2C)cc1OC (stereo not drawn)	102	82	96	91	109	94	102	108
CS(=O)(=O)c1ccc(-c2[nH]c3ccccc3c2/C=N/NC(N)=S)cc1	90	108	96	92	97	94	100	102
CC[N+](CC)=c1ccc2nc3c(cc(N)c4ccccc43)oc-2c1	-69*	-60*	-59*	-67*	20	-19*	-57*	x
CN(C(=O)C1CC1)c1ccccc1	110&88	86&107	98&100	111	99&105	105&106	110&104	102&89
O=C(Nc1nnc(/C=C/c2ccccc2)s1)c1ccccc1	96	x	x	x	95	103	104	99
O=C(/C=C/c1cccc(Br)c1)c1cccc(OCCCOc2cccc(C(=O)/C=C/c3cccc(Br)c3)c2)c1	100	94	83	108	96	94	106	98
COc1ccc(-c2cc(-c3ccc(OC)cc3)c3sc(=O)[nH]c3n2)cc1	70	x	92	87	108	78	109	96
CN(C)c1ccc(/C=C/C(=O)c2cccc(OCC(=O)O)c2)cc1	105	107	x	103	106	102	102	102
O=C1N=c2cc3c(cc2=C/C1=C/c1sc(=S)n(CCc2ccccc2)c1O)OCO3	98	69	96	90	102	107	88	102
O=C(Nc1ccc(Cl)cc1)Nc1nc2ccc([N+](=O)[O-])cc2s1	-33*	-26*	x	4.0*	4.8*	1.7*	-20*	-84*
C=CCn1cc(-c2nc3ccccc3s2)c2cc(-c3ccc4c5c(cccc35)C(=O)NC4=O)ccc21	87	90	94	70	112	108	94	95

(more compounds)
molecule	HOP-62	HOP-92	LOX IMVI	EKVX	CCRF-CEM	A549/ATCC	M14	SK-MEL-5
CN1CCOCCN(C)Cc2ccc3ccc(cc3c2)CN(C)CCOCCN(C)Cc2ccc3ccc(cc3c2)C1	92	86	94	106	56	96	99	99
N#Cc1c(NC(=O)c2cccs2)[n+]([O-])c2ccc(Cl)cc2[n+]1[O-]	96	95	95	99	96	122	80	38
CCn1c(SCC(=O)Nc2ccc(/C(C)=N\O)cc2)nnc1-c1ccc(OC)c(OC)c1	70	70	98	104	102	96	118	96
Cc1nc2c(cnn2-c2ccccc2)c(=O)n1-c1ccc(N2C(=O)c3ccccc3C2=O)cc1	107	90	94	96	113	97	100	98
CC1(C)CC(=O)C2=C(C1)N(c1ccc(F)cc1)C(N)=C(C#N)C2c1ccc(Cl)cc1Cl (stereo not drawn)	92	124	93	97	98	90	x	x
COc1ccc(/C=C(/c2ccccc2)[N+](=O)[O-])cc1	-36*	-56*	-90*	-30*	x	5.2*	43	-92*
Cc1ccc(-c2cn(-c3ccc(Cl)cc3)c(SCC(=O)c3ccc(Br)cc3)n2)cc1	67	39	76	63	75	80	84	97
CC(=O)c1ccc(Cc2ccc(C(C)=O)s2)s1	104	102	94	x	96	105	107	100
OCC(O)C(O)C(O)C(O)C(c1ccccc1)c1ccccc1 (stereo not drawn)	104	95	98	x	96	95	101	99
C[C@]12CC[C@@H]3c4ccc(OS(=O)(=O)O)cc4CC[C@H]3[C@@H]1CC[C@@H]2NS(=O)(=O)c1cccc(C(F)(F)F)c1	123	x	x	x	x	106	99	101
CC1=NN(c2cccc(Cl)c2)C(=O)/C1=C\c1coc2ccccc2c1=O	110	91	93	110	98	103	63	110
COC(=O)c1nc(-c2ccc(C)cc2)oc1S(=O)(=O)c1ccc(Cl)cc1	97	95	42	108	-16*	100	80	96
COc1ccc(C(=O)CCN(C)C)c(OC)c1	94	85	92	93	83	97	97	89
CCOC(=O)c1c(C(=O)c2cn(C)c3ccc(OC)cc23)c(-c2cn(C)c3ccc(OC)cc23)n(NC(=O)OC(C)(C)C)c1C	81[100 µM]	60[100 µM]	83[100 µM]	76[100 µM]	x	60[100 µM]	67[100 µM]	61[100 µM]
O=C(O)c1ccc(CO)o1	113	91	109	105	106	94	x	107

Rows were taken by chance. About 12% of those tested had a hit in this group.
